NF-kB neuron act: raises NF-kB expression in human neuronal cells | fold change at 12.5 µM | NF-kB reporter expression; active compounds read high | hit rate 1.6% among 190,000 | AID 1239; in the data active = fold change above about 3.3
STAT1 activator: activators of IFN-gamma induced STAT1 signaling; hit rate 2.6% among 200,000; activation (% of control), % at 5.5 µM; AID 932; NIH 3T3 STAT1-luciferase reporter, luminescence; 100% = IFN-gamma alone, no compound;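 active = activation above the screen-wide mean activation plus 3 SD, cut at about 130% in these data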;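 note: raw ratio to IFN-gamma control signal so 100% means no change and 0% no light; values of inactives mirror those of a sister screen read the other way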
G6PDH counter: inhibits Leuconostoc G6PDH, flagging false hits in G6PDH-based assays; inhibition, % at 5 µM; AID 1020; hit rate 0.12% among 200,000; Purified L. mesenteroides G6PDH, diaphorase/resazurin coupled fluorescence, 45 min; in the data active = inhibition above about 50%
APP 5UTR inh: APP translation inhibition. AID 1285. inhibition, % at 2 µM. SH-SY5Y APP 5'UTR-luciferase reporter, luminescence. hit rate 0.82% among 190,000;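 active = inhibition above a set limit, derived from the sample mean plus 3 SD, cut at about 45% in these data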; note: values of inactives mirror those of a sister screen read the other way
APP 5'UTR act: APP 5'UTR luciferase reporter activation; SH-SY5Y APP 5'UTR luciferase reporter, luminescence; zero percent = DMSO vehicle wells; activation, % at 2 µM; AID 1276; hit rate 1% among 190,000;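 active = activation above a set limit, based on mean plus 3 SD of controls, cut at about 140% in these data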; note: values of inactives mirror those of a sister screen read the other way
FLuc act counter: firefly luciferase counter-screen for stimulation assays. P08659. ATPlite luciferase biochemical, luminescence, 10 min; 0 = ATP-free wells, 1 = DMSO control. activation factor at 10 µM. 200,000 tested, under 10 active. AID 1027;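 active = luciferase activation factor, scaled between plate controls, of at least 2 with compound at 10 µM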
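System: Luciferase/luciferin detection reagent, cell-free biochemical luciferase assay | Medium: PBS buffer for ATP | Dosing: Test compounds dosed from 2 mM stocks in 100% DMSO | Timing: 10 min at ambient temperature | Signal: Luminescence measurement of luciferase light output | Evaluation: Luciferase activation, seen as luminescence increase over controls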
TLR4 MyD88 comp: blocks binding of human TLR4 to MyD88; HeLa CL3-4 TLR4/MyD88 BLA complementation, FRET ratio; hit rate 0.18% among 200,000; inhibition, % at 8.4 µM; in the data active = inhibition above about 25%;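 note: 0% = vehicle and 100% = reference inhibitor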
Target sequence (O00206 whole entry, looked up): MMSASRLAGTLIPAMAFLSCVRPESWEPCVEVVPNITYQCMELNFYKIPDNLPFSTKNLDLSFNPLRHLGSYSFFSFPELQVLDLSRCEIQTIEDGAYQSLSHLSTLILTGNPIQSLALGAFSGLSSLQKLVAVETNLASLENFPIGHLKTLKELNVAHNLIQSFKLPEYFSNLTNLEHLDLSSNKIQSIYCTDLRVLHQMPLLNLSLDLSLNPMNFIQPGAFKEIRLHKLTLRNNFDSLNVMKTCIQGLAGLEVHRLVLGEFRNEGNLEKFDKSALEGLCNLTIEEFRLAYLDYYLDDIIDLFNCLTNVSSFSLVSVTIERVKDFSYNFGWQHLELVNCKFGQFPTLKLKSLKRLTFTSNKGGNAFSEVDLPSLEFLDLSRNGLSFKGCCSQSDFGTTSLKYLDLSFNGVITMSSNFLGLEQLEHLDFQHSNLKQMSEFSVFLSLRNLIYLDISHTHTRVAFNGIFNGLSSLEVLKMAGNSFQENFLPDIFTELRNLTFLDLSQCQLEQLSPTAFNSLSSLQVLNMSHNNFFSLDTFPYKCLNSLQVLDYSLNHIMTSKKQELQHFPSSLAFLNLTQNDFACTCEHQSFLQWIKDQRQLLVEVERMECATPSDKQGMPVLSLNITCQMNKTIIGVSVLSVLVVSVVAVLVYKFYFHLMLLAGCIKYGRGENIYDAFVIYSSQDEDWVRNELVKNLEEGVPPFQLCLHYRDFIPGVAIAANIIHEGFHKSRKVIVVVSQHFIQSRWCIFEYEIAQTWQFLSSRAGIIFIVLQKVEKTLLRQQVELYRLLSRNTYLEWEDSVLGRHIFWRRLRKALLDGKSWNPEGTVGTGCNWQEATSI
Target sequence (Q99836 whole entry, looked up): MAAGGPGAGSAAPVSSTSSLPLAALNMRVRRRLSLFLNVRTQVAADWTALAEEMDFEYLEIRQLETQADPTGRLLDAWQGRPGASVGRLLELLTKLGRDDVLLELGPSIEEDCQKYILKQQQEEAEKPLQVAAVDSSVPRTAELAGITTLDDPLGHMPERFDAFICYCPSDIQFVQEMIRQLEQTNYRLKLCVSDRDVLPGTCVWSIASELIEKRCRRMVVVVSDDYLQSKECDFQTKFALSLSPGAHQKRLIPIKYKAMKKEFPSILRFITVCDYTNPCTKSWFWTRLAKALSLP
FLuc inh counter: inhibits firefly luciferase, flagging false hits in luciferase inhibition screens; hit rate 1.5% among 200,000; AID 1006; inhibition, % at 10 µM; P08659; ATPLite firefly luciferase biochemical luminescence, 10 min;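 active = inhibition above about 50% when tested at 10 µM, limit read from the data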
Diaphorase act: diaphorase activation or chemical reduction counter-screen. hit rate 0.005% among 190,000. AID 1229. activation factor at 20 µM. Diaphorase/resazurin coupled assay, resorufin fluorescence, 16 min; active compounds read high; 1 = vehicle wells, 0 = NADH-free wells;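 active = diaphorase activity raised at least twofold by the compound at 20 µM; inactive = activation factor below 2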
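Test system: Clostridium kluyveri diaphorase, purified enzyme; input: enzyme 0.07 U/mL final; buffer or medium: 50 mM HEPES pH 7.4 with 4.542 mM MgCl2, 0.005% Tween 20; also added: 0.114 mM NADH and 0.1 mM resazurin, final amounts; schedule: 16 min enzyme reaction, ambient temperature; technique: fluorescence of resorufin, 544 nm excitation, 590 nm emission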
Diaph inh CS: inhibits diaphorase or chemically oxidizes, flagging diaphorase assay artifacts | diaphorase resazurin-to-resorufin fluorescence, NADH, 16 min; bacterial (C. kluyveri) enzyme, not human | inhibition, % at 20 µM | hit rate 0.69% among 190,000 | AID 1217;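 active = primary screen inhibition at 20 µM above a set limit, cut at about 50% in these data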;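 note: plate controls were DMSO with full reaction for no effect and wells lacking NADH for full effect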
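Assay system – diaphorase enzyme from Clostridium kluyveri · Amount – diaphorase 0.14 U/mL (working solution) · Times – reaction incubation of 16 min at room temperature · Controls – No-NADH positive control and DMSO neutral control · Signal – resorufin fluorescence 544/590 nm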
* marks the source's active call; other numbers are inactive results; . = not tested or not shown. Compounds as they come; overall some 5.6% were active at least once.

Each structure is followed by: NF-kB neuron act	STAT1 activator	G6PDH counter	APP 5UTR inh	APP 5'UTR act	FLuc act counter	TLR4 MyD88 comp	FLuc inh counter	Diaphorase act	Diaph inh CS
[1] CN(C)/C=C(\C#N)C(=O)c1cccnc1Oc1cccc(F)c1
 : 0.98	105	0	2	-2	1.1	-12	-8	0.9	11
[2] Nc1nc(NCc2cccs2)nn1-c1ccccc1
 : .	109	.	4	-4	.	-13	.	.	.
[3] COc1cc2cc(CN(Cc3cccnc3)C(=O)Nc3ccccc3)c(=O)[nH]c2cc1OC
 : 0.47	93	26	11	-11	1.1	15	-6	0.9	13
[4] Cc1cc(C2=NNC(=NC3CC3)SC2)c(C)n1-c1ccccc1
 : 0.13	17	-4	76*	-76	0	-21	97*	0.9	14
[5] C(=N\n1cnnc1)/c1cccn1-c1ccccc1
 : 1.2	91	10	0	0	1	-4	-4	0.9	8
[6] O=C(Nc1ccc(F)c(Cl)c1)N1CCCC1
 : 1.1	108	10	-6	6	1.1	-15	-5	0.8	24
[7] O=C(NCC1CCCO1)c1ccc(NS(=O)(=O)c2ccccc2)cc1 (centres undefined)
 : 1.3	99	18	3	-3	1	0	0	1	4
[8] Cc1ccc(C(=O)N/C(=C\c2ccccc2)C(=O)NCc2cccnc2)cc1
 : 1	102	13	-10	10	1	-2	-2	1.2	-18
[9] c1ccc2c(c1)oc1c(Nc3ccc4c(c3)OCCO4)ncnc12
 : 5*	180*	7	-164	164*	0.7	7	28	0.9	14
[10] CCOC(=O)c1c(-c2ccccc2)csc1NC(=O)CSc1nc(N)cc(N)n1
 : 0.74	100	-17	.	.	1.1	5	-7	0.8	19

Single entries from the entries so far:
In APP 5UTR inh, #1 is entered as 2
In TLR4 MyD88 comp, #6 is entered as -15
In APP 5UTR inh, #9 is entered as -164

(listing goes on)
Each structure is followed by: NF-kB neuron act	STAT1 activator	G6PDH counter	APP 5UTR inh	APP 5'UTR act	FLuc act counter	TLR4 MyD88 comp	FLuc inh counter	Diaphorase act	Diaph inh CS
[11] O=C(CN1C(=O)c2ccccc2C1=O)Nc1ccc(S(=O)(=O)N2CCOCC2)cc1
 : 1.1	99	11	-5	5	1	-11	-3	0.9	5
[12] O=C1C2C(c3ccccc3)C=CC(c3ccccc3)C2C(=O)N1c1cccnc1 (centres undefined)
 : 1	96	1	-8	8	1.1	11	-7	0.8	18
[13] COc1ccc(OC)c(C2SCCN2S(C)(=O)=O)c1 (centres undefined)
 : 1.2	111	12	-15	15	1.1	-5	-6	1	3
[14] Cc1noc(C)c1CN(C(=S)NC(C)C)c1ccccc1
 : 0.94	109	19	8	-9	1	1	-3	1	5
[15] CCC(=NCCc1ccccc1)C1=C(O)CCC1=O
 : 1.1	99	2	-10	10	1.1	9	-5	0.9	14
[16] C=CCn1c(N2CCCC2)nc2c1c(=O)[nH]c(=O)n2C
 : 1.1	96	-3	-3	3	1	0	-2	0.9	14
[17] c1ccc(COc2cccc(CN3CCN(c4ccccn4)CC3)c2)cc1
 : 1.1	97	3	-13	13	1	-11	0	0.9	13
[18] CCC(=O)c1c[nH]c(C(=O)N2CCN(c3ccccc3)CC2)c1
 : 1	107	-3	11	-11	1	-4	-3	0.9	13
[19] O=C(CN1CCOCC1)NNc1nc(-c2ccccc2)c2cc(Br)ccc2n1
 : 0.84	89	18	2	-2	1	-1	-4	0.9	7
[20] Cc1cc(C(=O)Cn2nnc(-c3ccc(Cl)cc3)n2)c(C)n1CC1CCCO1 (centres undefined)
 : 0.98	101	.	-2	2	.	-5	.	.	.

The final 3 entries of the section before open the next one:
Each structure is followed by: NF-kB neuron act	STAT1 activator	G6PDH counter	APP 5UTR inh	APP 5'UTR act	FLuc act counter	TLR4 MyD88 comp	FLuc inh counter	Diaphorase act	Diaph inh CS
[18] CCC(=O)c1c[nH]c(C(=O)N2CCN(c3ccccc3)CC2)c1
 : 1	107	-3	11	-11	1	-4	-3	0.9	13
[19] O=C(CN1CCOCC1)NNc1nc(-c2ccccc2)c2cc(Br)ccc2n1
 : 0.84	89	18	2	-2	1	-1	-4	0.9	7
[20] Cc1cc(C(=O)Cn2nnc(-c3ccc(Cl)cc3)n2)c(C)n1CC1CCCO1 (centres undefined)
 : 0.98	101	.	-2	2	.	-5	.	.	.
[21] CN(C)CC(C)(C)CNC(=S)NCc1ccc2c(c1)OCO2
 : 1.1	97	4	-6	6	1.1	4	-12	0.9	6
[22] Cc1cccc(N2N=C(C(=O)Nc3nc(C)cs3)CCC2=O)c1
 : 0.95	92	7	11	-11	1	-14	-4	0.8	18
[23] CCOc1cc2[nH]c(=S)n(CC3CCCN3CC)c(=O)c2cc1OCC (centres undefined)
 : 0.79	97	7	-7	7	1.1	20	-6	1	2
[24] CCC(C)C(NC(=O)C1CCC(C)CC1)C(=O)NCc1cccnc1 (centres undefined)
 : 1.3	112	6	-19	19	1	-3	-2	0.9	10
[25] CC(C)(C)n1nnnc1C(c1cccc(C(F)(F)F)c1)N1CCOCC1 (centres undefined)
 : 1.1	106	2	-2	2	1	-11	-3	1	5
[26] COCCn1cnnc1SCC(=O)Nc1cccc(S(=O)(=O)N(C)c2ccccc2)c1
 : 0.81	99	11	-4	4	1	-12	-2	0.9	10
[27] COc1ccc(-c2nnn(CC(=O)NC3CCCc4ccccc43)n2)cc1OC (centres undefined)
 : .	95	8	-5	5	1	-6	-3	0.9	14
[28] Cc1cc(Cl)c(OCCCCN2CCOCC2)c(Br)c1
 : 1.2	105	12	-12	12	1	4	0	0.9	5
[29] COc1ccc(OC)c(NC(=O)c2ccc(NC(C)=O)cc2)c1
 : 0.82	94	0	6	-7	1	14	-3	0.8	15
[30] CCN(CC)S(=O)(=O)c1ccc(NC(=O)Cc2cccs2)cc1
 : 0.93	102	1	13	-13	1	-20	1	0.9	7

Structures listed so far shown as hits in NF-kB neuron act:
# | SMILES | NF-kB neuron act | STAT1 activator | APP 5UTR inh | APP 5'UTR act | TLR4 MyD88 comp | Diaph inh CS
9 | c1ccc2c(c1)oc1c(Nc3ccc4c(c3)OCCO4)ncnc12 | 5* | 180* | -164 | 164* | 7 | 14

New compounds follow
Each structure is followed by: NF-kB neuron act	STAT1 activator	G6PDH counter	APP 5UTR inh	APP 5'UTR act	FLuc act counter	TLR4 MyD88 comp	FLuc inh counter	Diaphorase act	Diaph inh CS
[31] COc1ccc(N2CCN(c3oc(Cc4ccccc4)nc3C#N)CC2)cc1
 : 1.2	100	3	0	0	1.1	-13	-7	0.8	21
[32] CCCOc1ccc(C(C)=O)cc1CC(C(=O)OCC)C(=O)OCC
 : 0.98	94	1	13	-13	1.1	-4	-6	0.8	15
[33] O=C(NNC(=O)c1cc(O)c(O)c(O)c1)NC1CCCCC1
 : 1.2	100	15	-4	4	1.1	9	-9	0.5	50*
[34] COc1c(/C=N/NC(N)=S)c(C)nn1-c1ccccc1
 : 1.4	105	-1	-6	6	1	-24	2	0.8	21
[35] O=C(COc1ccccc1)NCC(=O)N/N=C/c1ccccc1
 : 1.2	92	5	-7	7	1.1	2	-9	1	4
[36] CCc1oc2c(C)c(O)ccc2c(=O)c1-c1ccc2ccccc2n1
 : 1.1	99	2	-2	2	1.1	-4	-7	0.9	7
[37] COc1ccc(NC(=O)C(=O)N/N=C/c2cc(C)n(-c3cccc(Cl)c3Cl)c2C)c(OC)c1
 : 0.82	106	3	10	-10	1	-4	0	1.1	-8
[38] Cc1ccc(-n2cccn2)c(CN2CCCC(C(=O)c3ccc4c(c3)OCO4)C2)c1 (centres undefined)
 : 0.87	98	2	-1	1	1.1	-3	-5	0.8	22
[39] CCC(=O)Nc1ccc(C(=O)NNC(=O)COc2cccc(C)c2)cc1
 : 0.97	100	4	-8	8	1	-13	-2	1.1	-6
[40] COc1ccc(C(CNC(=O)COc2ccc(F)cc2Br)N2CCCC2)cc1 (centres undefined)
 : 1.4	100	15	-7	7	1	-9	2	1	3
[41] COCCCNc1oc(-c2cccs2)nc1S(=O)(=O)c1ccc(C)cc1
 : 1	99	3	-7	7	1	2	-4	1	2
[42] O=[N+]([O-])c1ccc(N2CCCC2)cc1NCc1ccccc1
 : 1.1	101	7	6	-6	1	-12	-5	0.8	18
[43] COP(=O)(CC(=O)c1ccccc1)CC(=O)c1ccccc1
 : 1.1	106	11	-10	10	1	1	-3	1	3
[44] Cc1cc(NC(=O)CSc2nc3ccccc3s2)no1
 : 1.1	98	-4	8	-8	1.1	5	-5	0.9	8
[45] COc1ccc(-c2noc(CCC(=O)NCCN3CCN(c4ccccc4F)CC3)n2)cc1
 : 0.76	92	-1	8	-8	1	-3	-4	0.8	16
[46] COc1ccc(NC(=O)CSc2nc3ncccc3[nH]2)cc1OC
 : 1.3	98	0	11	-11	1	-1	0	0.9	12
[47] Cc1nn(CC(=O)Nc2c(C)n(C)n(-c3ccccc3)c2=O)c(C)c1[N+](=O)[O-]
 : 1.1	100	-2	16	-16	1	-1	-2	1	2
[48] O=S(=O)(Nc1ccc2c(c1)OCCO2)c1cccs1
 : 0.37	102	-6	-30	30	1.1	5	-7	0.9	13
[49] O=C(C1CCN(c2ncnc3c2sc2cccc(F)c23)CC1)N1CCOCC1
 : 0.66	82	0	7	-7	1	-7	-4	0.8	18
[50] CC(CCc1ccccc1)NC(=O)C(=O)NCCc1ccccc1 (centres undefined)
 : 1	99	5	-18	18	1	1	-4	1.1	-5

A different layout for 5 compounds above.
| item | compound | NF-kB neuron act | STAT1 activator | G6PDH counter | APP 5UTR inh | APP 5'UTR act | FLuc act counter | TLR4 MyD88 comp | FLuc inh counter | Diaphorase act | Diaph inh CS |
| --- | --- | --- | --- | --- | --- | --- | --- | --- | --- | --- | --- |
| 46 | COc1ccc(NC(=O)CSc2nc3ncccc3[nH]2)cc1OC | 1.3 | 98 | 0 | 11 | -11 | 1 | -1 | 0 | 0.9 | 12 |
| 47 | Cc1nn(CC(=O)Nc2c(C)n(C)n(-c3ccccc3)c2=O)c(C)c1[N+](=O)[O-] | 1.1 | 100 | -2 | 16 | -16 | 1 | -1 | -2 | 1 | 2 |
| 48 | O=S(=O)(Nc1ccc2c(c1)OCCO2)c1cccs1 | 0.37 | 102 | -6 | -30 | 30 | 1.1 | 5 | -7 | 0.9 | 13 |
| 49 | O=C(C1CCN(c2ncnc3c2sc2cccc(F)c23)CC1)N1CCOCC1 | 0.66 | 82 | 0 | 7 | -7 | 1 | -7 | -4 | 0.8 | 18 |
| 50 | CC(CCc1ccccc1)NC(=O)C(=O)NCCc1ccccc1 (centres undefined) | 1 | 99 | 5 | -18 | 18 | 1 | 1 | -4 | 1.1 | -5 |

Compound activity from PubChem BioAssay.
